Bioassay records deposited in PubChem by Fisher Drug Discovery Resource Center.
hcGAS lum: blocks human cGAS activity; recombinant h-cGAS, ATP depletion, Kinase-Glo luminescence; Q8N884; 0.081% of 290,000 active; inhibition, % at 12.5 µM; AID 1259398;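 also: 0% = vehicle reaction and 100% = reaction without DNA for no activity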
Target sequence (Q8N884 whole entry, looked up): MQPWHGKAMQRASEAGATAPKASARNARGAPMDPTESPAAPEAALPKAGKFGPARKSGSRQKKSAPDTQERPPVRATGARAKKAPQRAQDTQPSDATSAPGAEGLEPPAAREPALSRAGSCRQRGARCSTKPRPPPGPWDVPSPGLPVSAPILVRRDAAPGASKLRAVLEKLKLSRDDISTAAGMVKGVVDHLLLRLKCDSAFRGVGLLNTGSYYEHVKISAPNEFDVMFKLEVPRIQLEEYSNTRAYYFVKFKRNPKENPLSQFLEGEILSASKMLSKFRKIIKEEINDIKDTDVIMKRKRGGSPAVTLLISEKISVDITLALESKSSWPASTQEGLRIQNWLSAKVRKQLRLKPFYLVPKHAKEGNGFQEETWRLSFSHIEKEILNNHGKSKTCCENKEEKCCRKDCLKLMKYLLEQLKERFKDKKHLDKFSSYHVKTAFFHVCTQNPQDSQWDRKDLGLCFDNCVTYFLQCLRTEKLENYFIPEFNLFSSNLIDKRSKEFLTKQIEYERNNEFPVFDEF
NPYLR7 agonist: mosquito NPYLR7 agonism; 0.15% of 270,000 active; activation, % at 10 µM; AID 1259423; HEK293T NPYLR7/Galpha15, GCaMP6s calcium fluorescence; in the data active = activation above about 40%;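 also: 0% = vehicle and 100% = reference agonist at the receptor; some compounds past the cut are filed as inactive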
mcGAS lum: blocks mouse cGAS activity; 0.15% of 160,000 active; recombinant cGAS, Kinase-Glo ATP depletion luminescence; AID 1259399; inhibition, % at 12.5 µM;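 also: 0% = negative control wells and 100% = reference inhibitor with no enzyme activity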
An asterisk follows results filed as active; . = not tested or not shown; & = joins results of further samples. Rule as the data show it, unless noted: active = inhibition above about 40%; inactive = the rest.

The opening 23 compounds, to show the layout:
SMILES | hcGAS lum | NPYLR7 agonist | mcGAS lum
CCc1nc(C#N)c(N2CCCCC2)o1 | 1 | -2 | .
C=CCCCCCCCCC(=O)NN | 2 | -13 | -1
CCOc1ccc(-c2cc(=O)n(C(C)C)cn2)cc1 | 3 | -18 | 1
O=c1nc2oc3ccc4ccccc4c3cc-2c(=O)[nH]1 | -10 | 4 | .
Cc1cc(CNC(=O)CC2=CCCCC2)no1 | -2 | -2 | .
CCOC(=O)N1CCC(NC(=O)Nc2cc(C(=O)N(C)C)ccc2C)CC1 | 4 | 6 | 0
Cc1ccc(-n2sc(=O)n(Cc3ccc(F)cc3)c2=O)cc1 | -10 | -5 | -9
CC(=O)N1N=C(c2ccccc2)CC1C1=Cc2ccc(C)cc2NC1Cl (centres undefined) | 5 | -4 | -3
CCCN(CC1CC1)C(=O)Cn1c(=CC(=O)C(C)(C)C)sc(=Cc2ccsc2)c1=O | -4 | -2 | -5
CCC(C)NS(=O)(=O)c1cc2c3c(c1)CCN3C(=O)CC2 (centres undefined) | -7 | 9 | .
O=C(NCCc1cccs1)c1sc2ccccc2c1Cl | -1 | . | -5
CC(Oc1ccccc1)C(=O)N1CCN(c2c(-c3ccccc3)cnc3ncnn23)CC1 (centres undefined) | -1 | 29 | -5
CC(=O)Nc1nnc(SCC(=O)c2ccc(Cl)c(C)c2)s1 | -2 | 15 | -4
CCCCNc1cc(CCC)nc2c3c(C)cc(C)nc3nn12 | 4 | 1 | -4
C=CCn1c(=O)c2c(nc3n2CCCN3c2ccc(C)cc2)n(C)c1=O | -3 | . | -5
CO/N=C(\C(=O)N[C@@H]1C(=O)N2C(C(=O)O)=C(CSc3nc(=O)c(=O)[nH]n3C)CS[C@H]12)c1csc(N)n1 | -2&-2 | -20 | .
CN(c1ccccc1C(N)=O)S(=O)(=O)c1c(Cl)cc(Br)cc1Cl | -7 | 3 | .
Cc1ccc(NC(=O)N(Cc2ccc(OS(C)(=O)=O)cc2)Cc2ccco2)cc1C | -3 | 21 | -5
CC(C)CN(CC1CN(C(=O)Nc2ccccc2)CCO1)C(=O)c1cccc2ccccc12 (centres undefined) | 2 | . | 0
O=C1N=c2ccccc2=C1c1sc(N2CCCCC2)nc1O | 12 | -2 | .
CC(C)(C#N)c1ccc(NC(=O)c2cc(Cl)c[nH]2)cc1 | -2 | 11 | .
COc1cc(-c2cccs2)cc2c1OCCN(Cc1noc(C3CC3)n1)C2 | -11 | 25 | -13
O=C1C2C3CC(C2C(=O)N1c1ccccn1)C1C3N=NN1c1ccc(Br)cc1 (centres undefined) | -8 | 0 | .

All compounds of this part, from the first entry:
SMILES | hcGAS lum | NPYLR7 agonist | mcGAS lum
CCc1nc(C#N)c(N2CCCCC2)o1 | 1 | -2 | .
C=CCCCCCCCCC(=O)NN | 2 | -13 | -1
CCOc1ccc(-c2cc(=O)n(C(C)C)cn2)cc1 | 3 | -18 | 1
O=c1nc2oc3ccc4ccccc4c3cc-2c(=O)[nH]1 | -10 | 4 | .
Cc1cc(CNC(=O)CC2=CCCCC2)no1 | -2 | -2 | .
CCOC(=O)N1CCC(NC(=O)Nc2cc(C(=O)N(C)C)ccc2C)CC1 | 4 | 6 | 0
Cc1ccc(-n2sc(=O)n(Cc3ccc(F)cc3)c2=O)cc1 | -10 | -5 | -9
CC(=O)N1N=C(c2ccccc2)CC1C1=Cc2ccc(C)cc2NC1Cl (centres undefined) | 5 | -4 | -3
CCCN(CC1CC1)C(=O)Cn1c(=CC(=O)C(C)(C)C)sc(=Cc2ccsc2)c1=O | -4 | -2 | -5
CCC(C)NS(=O)(=O)c1cc2c3c(c1)CCN3C(=O)CC2 (centres undefined) | -7 | 9 | .
O=C(NCCc1cccs1)c1sc2ccccc2c1Cl | -1 | . | -5
CC(Oc1ccccc1)C(=O)N1CCN(c2c(-c3ccccc3)cnc3ncnn23)CC1 (centres undefined) | -1 | 29 | -5
CC(=O)Nc1nnc(SCC(=O)c2ccc(Cl)c(C)c2)s1 | -2 | 15 | -4
CCCCNc1cc(CCC)nc2c3c(C)cc(C)nc3nn12 | 4 | 1 | -4
C=CCn1c(=O)c2c(nc3n2CCCN3c2ccc(C)cc2)n(C)c1=O | -3 | . | -5
CO/N=C(\C(=O)N[C@@H]1C(=O)N2C(C(=O)O)=C(CSc3nc(=O)c(=O)[nH]n3C)CS[C@H]12)c1csc(N)n1 | -2&-2 | -20 | .
CN(c1ccccc1C(N)=O)S(=O)(=O)c1c(Cl)cc(Br)cc1Cl | -7 | 3 | .
Cc1ccc(NC(=O)N(Cc2ccc(OS(C)(=O)=O)cc2)Cc2ccco2)cc1C | -3 | 21 | -5
CC(C)CN(CC1CN(C(=O)Nc2ccccc2)CCO1)C(=O)c1cccc2ccccc12 (centres undefined) | 2 | . | 0
O=C1N=c2ccccc2=C1c1sc(N2CCCCC2)nc1O | 12 | -2 | .
CC(C)(C#N)c1ccc(NC(=O)c2cc(Cl)c[nH]2)cc1 | -2 | 11 | .
COc1cc(-c2cccs2)cc2c1OCCN(Cc1noc(C3CC3)n1)C2 | -11 | 25 | -13
O=C1C2C3CC(C2C(=O)N1c1ccccn1)C1C3N=NN1c1ccc(Br)cc1 (centres undefined) | -8 | 0 | .
CC(=O)c1ccc(S(=O)(=O)NCCCn2nc(-c3ccncc3)ccc2=O)cc1 | 0 | 18 | .
CN(C)c1ccc(S(=O)(=O)N(C)C)cc1NC(=O)CN1CCCC1 | -14 | -3 | .
More results follow:
SMILES | hcGAS lum | NPYLR7 agonist | mcGAS lum
CC(C)C(CNC(=O)Nc1ccc(S(N)(=O)=O)cc1)c1ccccc1 (centres undefined) | -6 | 11 | -8
Cn1nc(C2CCN(C(=O)CCc3cccnc3)CC2)n(-c2ccccc2)c1=O | -5 | -4 | 2
Cc1cnc(NCc2ccc(C(=O)N3CCCC3)cc2)nc1N(C)C | -3 | 11 | -10
COc1ccc(C(=O)C2CCCN(C(=O)c3cccs3)C2)cc1F (centres undefined) | -1 | -8 | .
O=C(C1=C(O)C(=O)N(CCCn2ccnc2)C1c1cccc([N+](=O)[O-])c1)c1cccs1 (centres undefined) | -6 | 1 | -7
Cc1cc(C)n(CCCN(C)C(=O)C2CCCN(CC(N)=O)C2)n1 (centres undefined) | -7 | 6 | .
COc1ccc2c(c1)-c1sc(C(=O)NCCc3cccc(Cl)c3)cc1CC2 | -4 | 0 | -6
CCOc1ccnc2c1c(=O)n(CC(=O)N(C(C)C)C(C)C)c(=O)n2C | -9 | -5 | .
CCCCCCNC(=O)Nc1ccc(S(=O)(=O)Nc2ccc(CCNC[C@H](O)COc3ccc(O)cc3)cc2)cc1 | -1 | -9 | .
O=C(N=C1N=C2C=CC(I)=CN2Cc2ccccc21)C12CCC(CC1)C2 | -11 | 1 | -7
COC(=O)c1ccc(CSc2nnc(-c3ccco3)n2-c2ccccc2C)o1 | -4 | . | -5
O=C(CCc1ccc2c(c1)OCO2)N1C[C@@H]2[C@@H]3CC[C@@H](C3)[C@@H]2C1 | -4 | 8 | -12
NCc1csc(Nc2ccc(C(=O)NCCCO)cn2)n1 | 0 | -6 | -3
COc1ccc(OCc2nc(-c3cn(C)nc3C)cs2)cc1 | -9 | 0 | .
Cc1nc(C(C)C)cc(N(C)CC(C)N2CCOCC2)n1 (centres undefined) | -7 | 21 | -18
Cc1ccsc1CNC(=O)C1(C)CCN1C(C)C (centres undefined) | -6 | 0 | -6
CC(C)c1[nH]n(-c2ccc(F)cc2)c(=O)c1C1=C(N2CCCC2)C(=O)N(Cc2ccc(F)cc2)C1=O | -3 | -11 | 0
CCCCn1c(SC2CCCCNC2=O)nc(C)c1C (centres undefined) | -7 | -22 | .
CCOc1ccc(-c2[nH]ncc2-c2nc(-c3cccs3)no2)cc1Cl | -5 | -1 | -8
COc1ccc(/C=C/C(=O)N2CCCC(CO)(Cc3ccc(F)cc3F)C2)cc1 (centres undefined) | -4 | 8 | .
Cc1noc(-c2cccs2)c1C(=O)NCCc1cccs1 | 1 | -4 | 2
COC(=O)C1C(=N)OC2=C(C(=O)CC(C)(C)C2)C1c1cccc(F)c1 (centres undefined) | -8 | -7 | -3
CCOc1ccccc1NC(=O)NCC1CNCCOC1 (centres undefined) | 4 | 7 | .
CN(C)c1ccc(C2NC(=O)NC2=O)cc1 (centres undefined) | 2 | 6 | -5
CCCCCn1c(NCCCO)nc2c1c(=O)[nH]c(=O)n2C | -3 | 4 | .
Other results follow:
SMILES | hcGAS lum | NPYLR7 agonist | mcGAS lum
CC(C(=O)c1ccc(F)cc1)n1cnc(-c2ccc(F)cc2)cc1=O (centres undefined) | -1 | -17 | -5
Fc1ccc(C2CCCN2Cc2nc(COc3ccccc3)no2)cc1 (centres undefined) | -5 | 13 | .
Cc1ccccc1-c1ccccc1C(=O)NCCC1CN(C)CCO1 (centres undefined) | -1 | 1 | .
COCCNC(=O)CSc1nnc(-c2ccc(=O)n(C)c2)n1C | -10 | 2 | .
CC(C)c1nc(C2CCCN2CC(=O)Nc2ccc(Cl)cn2)no1 (centres undefined) | 3 | 1 | .
CCCNc1nc(SC)nc2c1cnn2CCNC(=O)c1cc2ccccc2o1 | -2 | . | -5
COc1ccc(C(=O)N2C(=S)C(c3ccccc3)=NC23CCCC3)cc1 | -6 | 0 | -9
CCCCCCCc1ccc(CCc2cccc(O)c2C(=O)O)cc1 | -2 | -3 | -6
O=C(NCC(=O)N1CCc2ccc(Cl)cc21)c1ccsc1 | -18 | -1 | .
O=S(=O)(NCc1nnc2ccccn12)c1ccc(Cl)cc1 | -3 | 9 | -4
CCN1CCN(CCC(=O)Nc2ccc(C)cc2C(=O)N(C)C)CC1 | -5 | -1 | -13
O=C1c2ccccc2-c2nc3cc4nc5ccccc5nc4cc3nc21 | -4 | 3 | .
Cc1ccc(NC(=O)C(C(C)C)N2CCN(C)CC2)cc1C (centres undefined) | 6 | 1 | .
CCc1cccc(N2C(=O)CSC2c2cccc(NC(=O)c3ccccc3C)c2)c1 (centres undefined) | -7 | 16 | -7
CCc1nsc(NC(=O)C2(C)CCN2C(C)C)n1 (centres undefined) | -1 | -1 | -3
O=C(Cn1ccnc1)NC(c1ccccc1)c1nccs1 (centres undefined) | 3 | 1 | 1
Nc1cc(-c2ccc(-n3ccnc3)nn2)c2cc[nH]c2n1 | -4 | 4 | .
Cc1ccc(/C=N\NC(=O)CSc2nc3ccccc3[nH]2)o1 | -6 | 0 | -7
Cc1noc(C)c1CNC(=O)NC(C)(C)c1ccc(F)cc1 | -9 | 3 | .
COc1ccc(OCCN2CCC(C(=O)N(C)C(c3ccc(F)cc3)c3ncccc3C)CC2)cc1 (centres undefined) | -2 | 8 | 0
COCCNC(=O)c1cccc(C2(CNCc3cccc(Cl)c3)CC2)c1 | -4 | 11 | -4
O=C(Cc1ccc2c(c1)OCO2)N1CCOC(Cc2ccccc2)C1 (centres undefined) | -4 | 27 | .
O=C(NC1CCCNC1=O)c1csc2nc(-c3ccccc3Cl)cn12 (centres undefined) | 5 | -5 | 1
CCC(NC(=O)N1CCSC(C)(C)C1)c1noc(C)n1 (centres undefined) | 7 | -8 | .
CC(CCc1ccccc1)NC(=O)c1ccc(-c2cccc(C(F)(F)F)c2)s1 (centres undefined) | -8 | -1 | -8
(more compounds)
SMILES | hcGAS lum | NPYLR7 agonist | mcGAS lum
O=c1cc(CNCc2ccc3c(c2)OCO3)nc2ccc(Br)cn12 | -5 | 9 | -5
CCN1C(=O)C(c2ccc(O)c(C)c2)(c2ccc(O)c(C)c2)c2ccccc21 | -4 | -3 | .
Cc1nnnn1CCCN1CCCCC1CCN1CCOCC1 (centres undefined) | -7 | . | -6
CCOC(=O)C1(Cc2ccc(F)cc2F)CCCN(Cc2cccc(OC)c2O)C1 (centres undefined) | 2 | 5 | .
COCCn1c(SCC(=O)N2CCC(C)CC2)nc2c(c1=O)SCC2 | -6 | -2 | -7
CNc1cncc(-c2cnc(OC)nc2OC)n1 | -11 | 3 | .
Cc1ccnc(-n2c(SC3CCOC3=O)nc3ccccc3c2=O)c1 (centres undefined) | -6 | 0 | .
COC(=O)c1ccc(CSc2nc3c(c(=O)n2-c2ccc(Cl)cc2)SCC3)o1 | -5 | 0 | -7
COc1ccc(NC(=O)N2CCN(c3nc(C4CC4)nc4sc(C)c(C)c34)CC2)c(OC)c1 | 0 | -7 | -2
CC1CCc2sc(C(=O)NC3CCN(CC(=O)Nc4ccccc4)CC3)cc2C1 (centres undefined) | -7 | 9 | .
CC(CN1CCCC1=O)NC(=O)N1CCCC1c1cccc2ccccc12 (centres undefined) | -16 | 5 | .
CCC(=O)Nc1ccc(N(C)C)c(CN(CCOC)C(=O)c2cccs2)c1 | -1 | 13 | -3
CCCCC1=NN2C(=N)/C(=C/c3cc(Cl)c(OS(C)(=O)=O)c(OCC)c3)C(=O)N=C2S1 | -2 | 0 | .
CC(C)(C)NC(=O)CC1(C(=O)OCc2cccc(C#N)c2)CCCC1 | 4 | 3 | 5
CCN(CC1CCN(Cc2ccccc2)C1)C(=O)Cc1csc(N2CCCNC2=O)n1 (centres undefined) | -14 | 8 | .
O=C(CSc1ccc(C(F)(F)F)cn1)N1Cc2cccc3cccc(c23)C1 | -3 | -2 | -5
COc1cccc(NC(=O)NCC2CCC(=O)N2)c1 (centres undefined) | -8 | -11 | -15
COc1cc2c(cc1OC)C(c1ccc(F)cc1)N(C(=O)c1ccccc1C(F)(F)F)CC2 (centres undefined) | 0 | 6 | 0
CCOC(=O)c1sc(Br)nc1C(C)(C)C | -2 | 10 | .
CNC(=O)Cc1ccc(-c2cccnc2OC)cc1 | -4 | 3 | .
COc1ccccc1C(=O)N1CCN(CCC(C)c2ccc(C)o2)CC1 (centres undefined) | -7 | 5 | -11
Cc1ccsc1[C@@H]1CCN(C(=O)CCn2nnc3ccccc32)C[C@H]1O | -2 | -1 | .
O=C(c1ccc(-c2ccccc2)c(F)c1)C1CCCN(C(=O)c2cncs2)C1 (centres undefined) | -3 | 1 | -6
